CRFR2-BP ag: CRF-BP/CRF-R2 complex agonism; AID 588473; activation, % at 13.2 µM; HEK293 CRF-R2/CRF-BP, calcium dye fluorescence (FLIPR); percent of saturating CRF peptide response; 350,000 compounds, 0.46% hits;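 active means activation of at least 50%, plus an integration ratio under a set limit after plate pattern correction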;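 further: plate controls were neutral control wells without compound for no effect and CRF at EC100 for full effect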
CHRM5 PAM: positive allosteric modulators of human muscarinic M5 receptor; CHO-K1 hM5, Fluo-8 calcium, ACh EC20 PAM; 0% = ACh EC20, 100% = ACh EC100; activation, % at 3 µM; 360,000 compounds, 0.3% hits;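 active means activation above the run cutoff, the mean activation of all test compounds plus 3 SD, cut at about 18% in these data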
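Assay system: CHO-K1 hM5 cells / Incubation: Fluo-8 loading 80 min at 37 °C plus 30 min room temperature / Technique: Fluo-8 calcium dye fluorescence, kinetic read / Repeats: single replicate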
CHRM4 PAM: potentiates acetylcholine response at human M4 receptor; CHO-K1 hM4/Gqi5, Fluo-8 calcium fluorescence, ACh EC20; 0% = ACh EC20, 100% = maximal ACh; activation, % at 3 µM; 360,000 compounds, 0.4% hits;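 active means activation above its plate's cutoff, the mean activation of sample wells plus 3 SD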; further: some results filed as inactive read as strong as hits
Target sequence (P08173 whole entry, looked up): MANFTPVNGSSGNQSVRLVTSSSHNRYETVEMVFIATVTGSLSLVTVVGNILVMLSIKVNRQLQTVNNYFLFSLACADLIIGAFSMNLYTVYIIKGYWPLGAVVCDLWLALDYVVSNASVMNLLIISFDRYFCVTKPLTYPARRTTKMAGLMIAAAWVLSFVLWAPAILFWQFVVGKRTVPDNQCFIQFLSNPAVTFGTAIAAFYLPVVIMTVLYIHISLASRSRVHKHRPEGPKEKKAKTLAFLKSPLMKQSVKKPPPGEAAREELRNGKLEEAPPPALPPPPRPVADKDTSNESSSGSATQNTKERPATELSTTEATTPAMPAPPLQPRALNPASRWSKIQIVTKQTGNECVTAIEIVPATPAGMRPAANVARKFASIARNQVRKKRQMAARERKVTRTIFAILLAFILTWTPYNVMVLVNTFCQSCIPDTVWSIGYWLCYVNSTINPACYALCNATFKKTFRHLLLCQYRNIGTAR
CHRM5 antagonist: blocks acetylcholine activation of human M5 receptor; P08912; CHO-hM5 cells, Fluo-8 calcium fluorescence, ACh EC80; inhibition, % at 3 µM; 360,000 compounds, 0.59% hits; AID 624040;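 active means inhibition above a per-plate cutoff, the mean of that plate's test compounds plus 3 SD, cut at about 27% in these data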;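 further: 0% = acetylcholine EC80 with DMSO and 100% = DMSO without agonist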
CHRM1 antagonist: antagonists of human M1 muscarinic receptor | P11229 | CHO-K1 hM1, Fluo-8 calcium fluorescence, ACh EC80 antagonist | inhibition, % at 3 µM | 360,000 compounds, 1.3% hits;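 active means percent inhibition above its own plate's cutoff, namely the mean of that plate's compound wells plus 3 SD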;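 further: peak over basal fluorescence ratio during 140 s after agonist addition; 0% = ACh EC80 plus DMSO and 100% = DMSO alone without agonist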
Target sequence (P11229 whole entry, looked up): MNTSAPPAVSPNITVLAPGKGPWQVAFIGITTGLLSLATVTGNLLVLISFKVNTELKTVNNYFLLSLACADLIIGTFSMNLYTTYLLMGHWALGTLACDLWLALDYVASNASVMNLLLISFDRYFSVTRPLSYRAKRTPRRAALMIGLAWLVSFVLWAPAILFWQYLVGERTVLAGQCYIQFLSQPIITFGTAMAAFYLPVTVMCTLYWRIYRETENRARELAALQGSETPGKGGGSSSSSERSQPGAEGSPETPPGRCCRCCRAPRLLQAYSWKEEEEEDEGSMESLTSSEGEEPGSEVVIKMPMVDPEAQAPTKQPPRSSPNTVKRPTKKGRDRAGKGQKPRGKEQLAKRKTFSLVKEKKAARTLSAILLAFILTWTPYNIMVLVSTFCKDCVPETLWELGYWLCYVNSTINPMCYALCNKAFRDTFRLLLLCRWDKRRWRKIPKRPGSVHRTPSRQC
M5 ag: CHRM5 agonism in calcium assay; activation, % at 3 µM; CHO-K1 hM5 cells, Fluo-8 calcium fluorescence; 0% DMSO wells, 100% maximal acetylcholine response; 360,000 compounds, 0.19% hits;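 active means activation above the run's mean over test compounds plus 3 SD, cut at about 23% in these data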;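 further: signal is peak over basal fluorescence ratio across the kinetic read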
CHRM4 agonist: CHRM4 agonism in calcium assay | CHO-K1 hM4/Gqi5, Fluo-8 calcium fluorescence; vehicle 0%, full acetylcholine response 100% | activation, % at 3 µM | 360,000 compounds, 0.14% hits | AID 624127;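 active means activation above the run mean over all test wells plus 3 SD, cut at about 32% in these data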;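 further: peak over basal fluorescence ratio per well then scaled between controls; 0% = DMSO wells and 100% = acetylcholine at EC100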
M1 PAM: positive allosteric modulators of human M1 muscarinic receptor; P11229; CHO-K1 hM1, Fluo-8 calcium fluorescence, ACh EC20; 0% = ACh EC20, 100% = maximal ACh; 360,000 compounds, 0.088% hits; activation, % at 3 µM; in the data active means activation above about 19%, passing the limit was not always enough
M4 antag: antagonists of human muscarinic M4 receptor (CHRM4); CHO-hM4 cells, ACh EC80, Fluo-8 calcium fluorescence; inhibition, % at 3 µM; 360,000 compounds, 0.73% hits;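 active means inhibition above its plate's cutoff, the mean inhibition of sample wells plus 3 SD, cut at about 27% in these data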;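 further: 0% = acetylcholine EC80 with DMSO and 100% = DMSO without agonist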
Active calls of the source: *.

SMILES	CRFR2-BP ag	CHRM5 PAM	CHRM4 PAM	CHRM5 antagonist	CHRM1 antagonist	M5 ag	CHRM4 agonist	M1 PAM	M4 antag
COc1ccc(Cl)cc1NC(=O)C1CCN(C(=O)C2CC(=O)N(c3ccc(C)cc3)C2)CC1 (stereo not drawn)	0.7	-3	-3	6	-12	-2	2	10	0
Cc1cc(C=O)c(C)n1-c1ccc(Cl)c(C(=O)O)c1	-2.3	7	1	-1	5	0	0	0	-6
COc1ccc(NC(=O)C(NC(=O)c2ccc(=O)[nH]c2)c2ccccc2)cc1 (stereo not drawn)	4.0	6	1	-9	5	1	1	-4	-5
Cc1ccc(/C=C/c2nc3ccccc3s2)s1	12	0	4	1	-25	-2	0	3	-9
Cc1cc(OC(=O)c2ccc(S(=O)(=O)N3CCOCC3)cc2)c([N+](=O)[O-])c(=O)[nH]1	3.2	1	4	3	-1	-2	0	1	5
CCOC(=O)c1ccc(CNCc2ccccc2)cc1	-1.1	-12	-15	5	52*	-7	1	-24	40*
CC(O)CN=c1cc(-c2ccccc2)oc2ccc(Cl)cc12 (stereo not drawn)	-1.3	0	-2	-4	-5	-4	1	3	2
CCn1cc(/C=C(\NC(=O)c2ccc(OC)c(OC)c2)C(=O)N2CCN(C)CC2)c2ccccc21	1.2	5	0	1	-1	-4	1	4	-4
CC(C)(C)[C@@H]1COC(=O)[C@H](Cc2ccc(F)cc2)C/C=C\C[C@H](CC(=O)N(CCO)Cc2ccccc2)C(=O)N1	0.7	-15	-7	8	-3	4	19	-1	-4
COc1ccc(NC(=O)C[C@H]2C(=O)N(CCc3ccccc3)C[C@@H]2c2ccc(OC)cc2)cc1	-1.5	1	1	-2	7	0	6	-3	-8
CC(C(=O)NCc1ccc2c(c1)OCO2)c1ccc([N+](=O)[O-])cc1 (stereo not drawn)	-0.9	-1	-7	-7	-6	1	4	7	2
O=C(COc1ccccc1Br)NCCC1=CCCCC1	-1.2	-2	5	5	-11	-3	-1	7	-2
CCc1ccc(NC(=O)CC2C(=O)N(c3ccc(C)cc3)C(=O)N2C2CC2)cc1 (stereo not drawn)	-0.3	-4	3	8	-17	1	0	12	-5
CCOC(=O)Cc1nnc(NC(=O)CCc2ccccc2)s1	-0.3	-1	-4	10	1	-1	0	0	10
CCCCCN(CCCCC)C(=O)C(CCC(=O)O)NC(=O)c1ccc(Cl)c(Cl)c1 (stereo not drawn)	0.4	2	-3	-7	-24	3	2	4	0
O=C(CSc1cccc(C(F)(F)F)c1)NC(=O)c1ccccc1	-0.5	3	10	7	0	-2	3	-2	4
O=C(CSc1nnnn1-c1ccccc1)N1CCc2ccccc21	-0.5	-3	-2	4	19	1	1	-10	0
CCN1CCN(S(=O)(=O)c2ccc(Cl)c(C(=O)Oc3ccc(CC(=O)OC)cc3)c2)CC1	1.4	-2	-2	2	3	4	4	-1	11
O=c1cc(CNc2cc(Cl)ccc2Cl)nc2sccn12	-2.6	-5	6	4	-2	-5	2	0	-2
Cc1ccc(NNC(=O)C(O)(c2cccc(C(F)(F)F)c2)c2cccc(C(F)(F)F)c2)cc1	-1.0	-13	-9	9	6	-5	0	-8	4
C#CCOCCOCCOCCNc1nc(N2CCN(C(=O)[C@H](CCC(=O)O)n3cc(C(N)[C@H](C)CC)nn3)CC2)nc(N2CCN(C(=O)[C@H](CCC(=O)O)n3cc(C(N)[C@H](C)CC)nn3)CC2)n1 (stereo partly drawn)	-0.3	2	6	4	-7	0	2	9	-6
CC(=O)NC(Cc1cccc(C)c1)C(=O)NC1CCN(S(=O)(=O)c2ccccc2)CC1 (stereo not drawn)	-0.9	3	-4	-8	0	3	1	4	6
Cn1nc(C(C)(C)C)c([N+](=O)[O-])c1C(=O)NC(C)(C)C	-0.6	4	32*	5	-10	1	1	9	1
COc1ccc(N(C)C(=O)CCC(=O)Nc2ccc3nc(N4CCOCC4)cc(C)c3c2)c(OC)c1	-8.5	-5	3	-2	-2	0	4	3	-6
COC(=O)C(N)Cc1ccc(Cl)cc1 (stereo not drawn)	-0.8	-1	-5	-2	-11	1	0	-1	-1
CCOC(=O)c1cc(-c2ccc(N)cc2)sc1N	-1.4	2	13	-3	-9	0	-1	3	-6
c1ccc(CCCNc2ncnc3nc[nH]c23)cc1	-0.3	-9	-1	-3	2	9	14	-5	-10
CCOC(=O)C1CCN(C(=O)CC(C)S(=O)(=O)c2ccc3c(c2)NC(=O)CO3)CC1 (stereo not drawn)	-0.2	-7	-8	17	14	0	3	-8	-4
CC1(C)ON(C2CCCCC2)[C@H]2c3nc4ccccc4n3C[C@H]21	-0.4	-2	2	7	4	0	0	0	-2
COc1ccc(NC(=O)NNC(=O)C(C)Oc2ccc(C(C)C)cc2)c(OC)c1 (stereo not drawn)	-2.5	5	2	-4	-7	1	2	1	-7
CCOc1cc(/C=C2/C(=O)ON=C2C)ccc1O	-0.9	-1	2	5	-8	-2	1	5	-1
CCc1ccccc1NC(=O)CNC(=O)c1ccccc1OCc1c(C)noc1C	-1.3	-1	-5	6	-3	0	1	3	2
CCc1cc2c(NCCC(=O)O)ncnc2s1	-1.1	-4	0	4	1	-3	2	2	5
CCC(CC)C(=O)Nc1cccc(C(=O)Nc2nnc(C)s2)c1	0.2	-1	-1	8	0	2	1	8	-7
Nc1nc2n(n1)C(c1ccc(F)cc1)CC(c1ccc(F)cc1)N2 (stereo not drawn)	7.0	1	4	-3	-5	1	1	12	-8
O=S(=O)(Nc1ccncc1Cl)c1ccc2ccccc2c1	4.6	3	3	0	0	1	1	0	-2
CC(C)(C)[C@H]1C=C(C(=O)NCc2ccccc2)O[C@@H](OCCCCO)C1	-2.2	10	12	11	-6	-5	1	8	-16
Cc1cccc(-c2noc(-c3ccoc3C)n2)c1	1.9	2	3	-5	-6	-4	0	9	12
CC(C)CN1CCC(=O)N(CCOc2ccccc2)CC1	-1.5	8	7	-2	15	-1	1	-3	-5
Nc1cc2[nH]c(=O)c3ccccc3c2cc1Br	-3.9	9	-2	4	2	10	2	-1	6

Molecules above that contain a thiophene ring, fused or not:
SMILES	CRFR2-BP ag	CHRM5 PAM	CHRM4 PAM	CHRM5 antagonist	CHRM1 antagonist	M5 ag	CHRM4 agonist	M1 PAM	M4 antag
Cc1ccc(/C=C/c2nc3ccccc3s2)s1	12	0	4	1	-25	-2	0	3	-9
CCOC(=O)c1cc(-c2ccc(N)cc2)sc1N	-1.4	2	13	-3	-9	0	-1	3	-6
CCc1cc2c(NCCC(=O)O)ncnc2s1	-1.1	-4	0	4	1	-3	2	2	5

(cont.)
SMILES	CRFR2-BP ag	CHRM5 PAM	CHRM4 PAM	CHRM5 antagonist	CHRM1 antagonist	M5 ag	CHRM4 agonist	M1 PAM	M4 antag
O=C(NC1=NCCS1)c1sc2cc(Cl)cc(Cl)c2c1Cl	0.0	5	0	-4	-17	0	1	10	4
O=c1c2cccnc2[nH]c(=S)n1CCC1=CCCCC1	-1.0	-4	9	9	0	-4	1	5	-6
O=C(C[n+]1cccc2ccccc21)c1ccc(Br)cc1	6.2	-1	-9	10	17	-12	1	-14	11
CCOc1ccc(NS(=O)(=O)c2cc(NC(=O)CCC(=O)c3cccs3)ccc2Cl)cc1	0.7	-5	-3	-2	-11	-3	4	6	-9
O=[N+]([O-])c1ccc(CSc2nc3ncc(Br)cc3[nH]2)cc1	-0.5	1	-4	-2	-13	-4	0	3	-12
COCCNC(=O)C(=O)N/N=C/c1cccs1	-1.4	9	1	1	10	-3	1	-2	0
CCN1CCC2(CCN(C(=O)c3cc(COc4cc(C)ccc4C)on3)C2)C1 (stereo not drawn)	4.5	-5	-7	3	14	-8	6	-11	3
COc1ccc(Cl)cc1S(=O)(=O)Oc1ccc(NC(C)=O)cc1	-0.1	-1	2	-7	-8	1	5	8	-2
COC(=O)[C@@]12CCCN1[C@H](c1ccc(-c3ccc4c(c3)OCO4)c(OC)c1)[C@H]1C(=O)N(C)C(=O)[C@H]12	0.3	4	1	-1	-3	-2	0	4	-2
CCOC(=O)CSC1=C(C#N)C(=O)NC(c2ccc(OC)cc2)S1 (stereo not drawn)	0.6	-4	4	-4	-22	0	1	11	-8
O=C(Nc1ccc(C(=O)O)cc1)Nc1cccc([N+](=O)[O-])c1	-0.9	3	10	9	5	-1	2	-2	-8
O=S(=O)(NCC1CCCO1)c1cc(Br)c(Br)s1 (stereo not drawn)	-2.4	-8	-1	2	-23	-6	0	-2	10
COc1cc(SC)ccc1C(=O)OC(C)C(=O)Nc1ccc(NC(C)=O)cc1 (stereo not drawn)	-0.8	2	-3	7	1	0	4	3	4
COc1ccc(NC(=O)CSc2nncs2)cc1S(N)(=O)=O	-0.6	13	8	-5	-14	3	0	7	-8
O=C1O[C@@H](c2ccc(O)cc2)Cc2cccc(O)c21	0.2	3	1	0	-8	2	2	4	3
O=C(N/N=C/c1ccc([N+](=O)[O-])cc1)c1ccc(NS(=O)(=O)c2cccs2)cc1	0.9	2	0	9	-3	2	0	0	5
Cc1cccc(C)c1NC(=O)CCCSc1nnc(-c2ccco2)n1-c1ccccc1	-2.8	-12	-4	-6	13	-11	4	-6	2
O=C(CN1C(=O)c2ccccc2C1=O)Nc1cccc(S(=O)(=O)Nc2ccccc2Cl)c1	-0.8	2	25*	-2	3	2	4	8	-2
CCc1nc(SCc2ccc(OC)cc2)n[nH]1	0.2	1	-2	10	-18	3	3	11	-5
COc1nc(Oc2ccc(=O)[nH]n2)nc(N2CCOCC2)n1	0.0	6	9	-2	-3	4	0	6	-5

Three compounds out of the list above, sorted by the number in M5 ag, highest first:
SMILES	CRFR2-BP ag	CHRM5 PAM	CHRM4 PAM	CHRM5 antagonist	CHRM1 antagonist	M5 ag	CHRM4 agonist	M1 PAM	M4 antag
COc1ccc(NC(=O)CSc2nncs2)cc1S(N)(=O)=O	-0.6	13	8	-5	-14	3	0	7	-8
O=c1c2cccnc2[nH]c(=S)n1CCC1=CCCCC1	-1.0	-4	9	9	0	-4	1	5	-6
Cc1cccc(C)c1NC(=O)CCCSc1nnc(-c2ccco2)n1-c1ccccc1	-2.8	-12	-4	-6	13	-11	4	-6	2

(further entries)
SMILES	CRFR2-BP ag	CHRM5 PAM	CHRM4 PAM	CHRM5 antagonist	CHRM1 antagonist	M5 ag	CHRM4 agonist	M1 PAM	M4 antag
COCCn1c(-c2ccc(Cl)cc2)nc2oc3cc(OC)ccc3c(=O)c2c1=O	-1.3	-1	0	0	-11	-3	0	14	1
COc1ccc(OCc2nc3c4cc(OC)c(OC)cc4nc(=S)n3[nH]2)cc1	-4.5	5	19	-11	-11	-3	1	6	-9
Cc1ccc(OCCNC(=O)/C=C/c2ccco2)cc1C	0.7	7	-6	-1	-9	2	0	2	6
O=C(CSc1ccc(Cl)cc1)Nc1nnc(-c2ccco2)o1	0.2	-3	8	1	-7	-1	0	6	-1
O=C(O)c1ccc(NC(=O)c2cccc(C(=O)Nc3ccc(C(=O)O)cc3)n2)cc1	3.6	-3	-11	8	-2	-1	-1	0	17
CC1(C)Cc2c(c(N3CCOCC3)nc3sc(C(=O)Nc4cccc(Cl)c4)c(N)c23)CO1	2.4	13	18*	-12	-17	-1	2	24	-5
O=C(Nc1c[nH]c(=O)[nH]c1=O)c1ccccc1Cl	-1.2	2	1	11	-24	-5	0	14	4
Cc1ccc(NC(=O)COc2ccc(Cl)cc2Cl)cc1S(=O)(=O)N1CCOCC1	-0.5	-2	-3	7	-3	1	14	5	-9
Cc1ccc(-n2nc(C)c(C3(O)C(=O)N(C)c4ccccc43)c2N)cc1 (stereo not drawn)	-1.1	-1	1	2	-8	-1	2	8	-9
